Source: PubChem BioAssay (National Center for Advancing Translational Sciences (NCATS))
KinaseGlo FLuc = Kinase-Glo luciferase inhibition (counter-screen). Q27757. Kinase-Glo luciferase, ATP luminescence, 8 min. Potency, µM (titrated, usually from 38.3 µM), for the others: at the top dose activity change, negative = inhibition, actives largely listed as inhibitors. hit rate 0.28% among 200,000; further: potency means the concentration at half of the fitted maximal effect; on the % scale 0 is the no-effect control and ±100 the full control effect; nearly all actives have a fitted effect of over 60% in size
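Compounds were added to a substrate mix at pH 7.2 (50 mM imidazole, 10 uM ATP, within the enzyme's linear range), followed by Kinase-Glo detection reagent; luminescence was measured after 8 minutes at ambient temperature.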
NPSR antagonist = antagonists of human neuropeptide S receptor cAMP signaling; CHO-NPSR cells, cAMP TR-FRET, antagonist mode; Potency, µM (doses to about 38.3 µM), inactives show at the top dose activity change, negative = inhibition, usual class: inhibitors; hit rate 1% among 220,000; further: potency means the concentration at half of the fitted maximal effect; on the % scale 0 is the no-effect control and ±100 the full control effect; nearly all actives have a fitted effect of over 50% in size; many of its hits are not listed in these tables
Target sequence (Q6W5P4 whole entry, looked up): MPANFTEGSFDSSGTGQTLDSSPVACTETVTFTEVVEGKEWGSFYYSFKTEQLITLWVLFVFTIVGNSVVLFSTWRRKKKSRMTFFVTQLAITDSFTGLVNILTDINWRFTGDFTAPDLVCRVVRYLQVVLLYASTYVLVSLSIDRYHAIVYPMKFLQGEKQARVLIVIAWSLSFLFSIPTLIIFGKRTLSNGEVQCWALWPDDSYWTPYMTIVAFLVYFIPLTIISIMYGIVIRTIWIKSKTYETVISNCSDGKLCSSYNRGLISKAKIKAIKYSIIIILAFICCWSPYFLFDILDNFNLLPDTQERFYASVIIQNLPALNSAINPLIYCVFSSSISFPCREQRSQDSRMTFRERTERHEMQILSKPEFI
HTT aggregate = mutant huntingtin aggregation inhibition; PC12 HttQ103-GFP aggregates, Acumen cytometry, 40 h; Potency, µM (series often up to 46.1 µM), inactives show top-dose activity change, negative = inhibition, most hits filed as inhibitors; hit rate 1.1% among 220,000; further: potency means the concentration at half of the fitted maximal effect; on the % scale 0 is the no-effect control and ±100 the full control effect; nearly all actives have a fitted effect of over 60% in size
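Inducible Q103 Huntingtin exon 1–GFP PC12 line, 1500 cells/well in phenol red free DMEM with 5% equine and 5% calf serum. Tebufenozide 100 nM induced expression; compounds titrated; aggregates quantified by cytometry.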
IMPase Li inh = membrane-permeable IMPase blocker, potentiated with lithium; CHO-M1 cells, IP1 TR-FRET (IP-One), carbachol + lithium; Potency, µM (doses to about 59.4 µM), for inactives: top-dose activity, negative = IMPase inhibition, actives largely listed as inhibitors; hit rate 0.35% among 210,000; AID 1457;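 further: IP1 builds up when IMPase is blocked and the TR-FRET signal falls; potency means the concentration at half of the fitted maximal effect; plate controls were basal vehicle for no effect and high inhibitor control for full effect; nearly all actives have a fitted effect of over 50% in size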
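Test compounds were applied to CHO-M1 cells previously cultured for 16–30 h at 2000 per well. A small lithium amount accompanied them; after 30 min at 37C, IP1 was quantified by TR-FRET.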
L3MBTL1 block = inhibitors of human L3MBTL1 | Q9Y468 | AlphaScreen L3MBTL1–H3K9me1 peptide binding | Potency, µM (highest dose often 57.1 µM), for the others: at the highest dose activity, negative = inhibition, most hits filed as inhibitors | hit rate 0.66% among 230,000 | AID 485360; further: potency means the concentration at half of the fitted maximal effect; on the % scale 0 is the no-effect control and ±100 the full control effect; nearly all actives have a fitted effect of over 60% in size
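AlphaScreen proximity signal between nickel-chelate acceptor and streptavidin donor beads (final 10 ug/mL) reports binding of 50 nM L3MBTL1 to 75 nM biotin-H3 K9me1 peptide; complex incubated with compounds 30 min at room temperature; cefsulodin titration as control.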
CBFb-RUNX1 inh = CBF-beta/RUNX1 interaction disruption; AlphaScreen CBFb-His/RUNX1-biotin binding, biochemical; Potency, µM (doses to about 59.8 µM), for the others: at the top dose activity, negative = inhibition, hits mostly inhibitors; AID 1477; 230,000 tested, under 10 active; Q01196+Q13951; further: % of control where 0% means no effect
Target sequence (Q01196 whole entry, looked up): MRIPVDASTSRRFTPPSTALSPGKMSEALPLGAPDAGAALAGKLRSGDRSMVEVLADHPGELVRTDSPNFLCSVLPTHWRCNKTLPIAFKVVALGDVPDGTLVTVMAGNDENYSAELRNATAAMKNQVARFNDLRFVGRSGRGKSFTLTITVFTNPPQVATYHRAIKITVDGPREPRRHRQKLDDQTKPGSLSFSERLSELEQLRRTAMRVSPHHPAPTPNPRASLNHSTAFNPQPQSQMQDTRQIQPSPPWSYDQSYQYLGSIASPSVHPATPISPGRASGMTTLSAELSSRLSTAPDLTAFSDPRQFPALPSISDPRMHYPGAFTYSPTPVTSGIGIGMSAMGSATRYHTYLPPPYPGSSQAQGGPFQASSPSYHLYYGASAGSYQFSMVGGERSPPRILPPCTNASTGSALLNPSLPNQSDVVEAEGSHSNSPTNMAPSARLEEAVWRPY
Target sequence (Q13951 whole entry, looked up): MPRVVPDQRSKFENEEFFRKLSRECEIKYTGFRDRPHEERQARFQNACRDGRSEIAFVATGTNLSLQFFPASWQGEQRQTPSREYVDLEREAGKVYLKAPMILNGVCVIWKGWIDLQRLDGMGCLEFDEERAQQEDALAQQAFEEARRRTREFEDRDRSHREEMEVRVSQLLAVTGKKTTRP
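Compounds were screened at multiple concentrations against a preformed CBF-beta(His)/RUNX1(biotin) complex (30 nM of each) for 15 min at room temperature, followed by 90 min with nickel and streptavidin beads and AlphaScreen reading.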
Epigenetic reg = derepresses silenced GFP reporter in murine cells; murine LDR cells, GFP reporter derepression, 30 h; AID 1865; Potency, µM (doses to about 53.9 µM), without a hit: top-dose GFP activation, most hits filed as activators; hit rate 0.2% among 280,000; further: potency means the concentration at half of the fitted maximal effect; % of control where 0% means no effect; nearly all actives have a fitted effect of over 60% in size
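Readout is the number of GFP-expressing murine LDR cells, counted by cytometry following washing. Cells were treated with compound for 30 h at 37 C; the stably integrated CMV-GFP locus is normally silent.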
The depositor's hits bear a star; u = inconclusive; x = no result given; & = joins results of further samples; [ ] = another dose, or the depositor's remark. The call rests on the fitted dose curve; in most records, active means well fitted curve in the direction sought with a large enough effect; inconclusive means small, poorly fitted or top-dose-only effect, or another doubt; inactive means no such curve, though single readings can be large; an effect the other way counts as inactive or inconclusive. Only part of the results is shown; the hit share may differ from the screen's.

The opening three compounds, to show the layout:
SMILES	KinaseGlo FLuc	NPSR antagonist	HTT aggregate	IMPase Li inh	L3MBTL1 block	CBFb-RUNX1 inh	Epigenetic reg
O=C(NC1CCN(C(=O)N2c3ccccc3Sc3ccccc32)CC1)c1ccccc1Cl	-1.4%	u	u	1.7%[38.3 µM]	-3.4%	-10.7%	-1.1%
CC(C)(C)NC[C@H](O)c1ccc(O)c(CO)c1	0.1%	x	x	8.9%&-1.5%	x	5.4%&-7.5%[21.7 µM]	-2.5%
COc1ccc(-c2nc3c(c4c2C[C@H](c2ccccc2)OC4)CN(C(=O)Nc2cccc(C#N)c2)CC3)c(C)c1	-4.0%[7.66 µM]	x	x	-4.8%	x	-1.9%[13.1 µM]	x

All compounds of this part, from the start:
SMILES	KinaseGlo FLuc	NPSR antagonist	HTT aggregate	IMPase Li inh	L3MBTL1 block	CBFb-RUNX1 inh	Epigenetic reg
O=C(NC1CCN(C(=O)N2c3ccccc3Sc3ccccc32)CC1)c1ccccc1Cl	-1.4%	u	u	1.7%[38.3 µM]	-3.4%	-10.7%	-1.1%
CC(C)(C)NC[C@H](O)c1ccc(O)c(CO)c1	0.1%	x	x	8.9%&-1.5%	x	5.4%&-7.5%[21.7 µM]	-2.5%
COc1ccc(-c2nc3c(c4c2C[C@H](c2ccccc2)OC4)CN(C(=O)Nc2cccc(C#N)c2)CC3)c(C)c1	-4.0%[7.66 µM]	x	x	-4.8%	x	-1.9%[13.1 µM]	x
CCOc1ccc(CN2CCN(CC(O)Cn3c4ccccc4c4ccccc43)CC2)cc1 (configuration not stated)	6.4%	-48.0%	u	20.9%	-10.7%	-12.6%	0.3%
Cc1ccc(S(=O)(=O)N/N=C(\c2ccccc2)c2cccnc2)cc1	0.8%	-3.4%	6.0%[9.22 µM]	10.0%	-4.4%	-4.3%	-1.3%
CCc1[nH]c(=S)c(C#N)c(-c2ccccc2)c1C(=O)OC	5.1%	-12.4%	1.8%	-15.2%	26.2%	-16.2%	-5.1%
Cc1nc(NC(=O)CSc2nc3cccnc3n2C2CCCCC2)sc1C	8.8%	-4.4%[46.1 µM]	-2.2%	-29.3%[38.3 µM]	2.9%	-0.7%	0.0%
COc1cc(SC)ccc1C(=O)Nc1ccc(C)cc1C	-7.4%	-15.1%	-19.2%	-3.0%	8.1%	-6.0%	0.0%
CCOC(=O)c1cc(OC(=O)c2cccs2)n(-c2ccccc2)n1	-2.9%	0.8%[46.1 µM]	-20.0%	18.6%[38.3 µM]	x	-2.9%	-2.2%
CC1CC(=S)Nc2ccccc2N1C(=O)Nc1ccccc1 (configuration not stated)	0.8%	3.2%	3.7%	-2.1%	-1.9%	-3.5%	-1.0%
CCc1sc(C(=O)N2CCN(S(C)(=O)=O)CC2)cc1Br	3.5%	-6.2%[46.1 µM]	14.3%	11.9%[38.3 µM]	1.6%	15.1%	2.5%
CC1=NC(=O)C(N=Nc2ccccc2)N1c1ccccc1 (configuration not stated)	2.5%	-14.6%[46.1 µM]	10.0%	6.1%	-25.0%	x	0.0%
O=C(CCc1nnc(CCCc2ccccc2)o1)NCCCC1CCCC1	-2.7%	25.8%	6.8%[9.22 µM]	6.3%	20.5%	9.6%	0.1%
CC1(C)CN(c2ccc(C(=O)c3ccccc3)cc2)C1=O	-0.5%	-0.1%	22.9%	0.1%	0.6%	6.0%	u
Cc1c(C(=O)N2CCN(c3cccc(Cl)c3)CC2)cccc1[N+](=O)[O-]	-3.5%	-13.1%	x	11.2%	-14.8%	-0.8%	0.0%
Cc1cccc(-c2nc(CSc3nc4c(c(=O)[nH]3)CCC4)c(C)o2)c1	9.1%	9.2%	4.7%	-3.7%	4.8%	0.8%[2.36 µM]	-0.5%
Cc1ccc(-c2nc(NC(=O)CSc3cc(C)c4ccccc4n3)ns2)cc1	-7.1%	0.1%	20.1%	17.7%	6.5%	13.0%[2.36 µM]	-0.1%&-0.9%
COc1ccc(/C=C2\N=C3CCCCCN3C2=O)cc1OC	-2.3%	-9.2%[46.1 µM]	13.2%	8.7%[38.3 µM]	6.5%	3.3%	-1.0%
CC(C)c1ccc(NC(=O)CNS(=O)(=O)c2ccc(F)cc2)cc1	0.8%	9.2%	24.8%	-6.0%	-3.8%[2.29 µM]	0.3%	2.4%
Cc1ccc(OCC(=O)NNC(=O)C(C)Sc2ncnc3sc(C)c(C)c23)cc1 (configuration not stated)	5.1%	-26.4%[46.1 µM]	-2.9%	u	-11.4%	7.6%	-3.2%
CC(=O)Nc1ccc(NC(=S)Nc2ccc(F)cc2)cc1	-1.9%	3.0%	16.5%	5.9%	10.5%	2.1%	17.2%
O=C(CCCn1c(=O)[nH]c2ccsc2c1=O)Nc1ccc(F)cc1	-1.8%	0.0%	22.8%	-5.5%	-4.5%	8.0%	-3.4%
Cc1ccc2[nH]c3c(c2c1)CCc1cn[nH]c1-3	-3.5%	-6.6%[46.1 µM]	-5.0%	7.3%[38.3 µM]	-12.7%	-4.0%	-4.8%
Cc1cccc(C(=O)NNC2=CC(=O)CC(C)(C)C2)c1O	x	3.9%	-3.2%[9.22 µM]	x	5.8%	-0.9%	0.1%
CN1CCCN(C(=O)Cc2c(Cl)cccc2Cl)c2nc3ccccc3nc21	0.5%	-22.7%[46.1 µM]	u	9.5%[38.3 µM]	x	-0.1%	-0.6%
Cc1ccccc1Nc1ncnc(N)n1	-3.7%	7.2%	u	-2.0%	13.6%	3.3%	-1.1%
COc1ccc(-c2cc(C(=O)N3CCN(C(c4ccccc4)c4ccccc4)CC3)no2)cc1OC	-6.7%	-27.3%[46.1 µM]	-30.1%	6.2%[38.3 µM]	-12.4%	-18.7%	-1.1%
Cc1n[nH]c(C)c1S(=O)(=O)N1CCCC(C(=O)NCc2ccc(F)cc2)C1 (configuration not stated)	-0.5%	-4.9%	-5.0%	-3.0%	x	6.8%	-3.1%
S=C(NCCC(c1ccccc1)c1ccccc1)Nc1cccc(Cl)c1	-1.4%	u	u	14.1%[38.3 µM]	1.9%	0.7%	-0.1%
O=C(/C=C/c1ccc(Br)cc1)c1ccco1	-4.8%	15.1%	0.8%	8.9%	6.9%	-0.2%	11.3%
O=C(O)CCCCCNC(=O)Nc1ccc2c(c1)OCCO2	-7.2%	4.5%[46.1 µM]	25.4%	9.2%[38.3 µM]	x	-2.0%	-2.7%
CCCCOc1ccc(C2NC(=O)NC(C)=C2C(C)=O)cc1OCC (configuration not stated)	-0.8%	7.2%	-1.4%	1.9%	-1.3%	6.4%	-5.8%
CN(C)Cc1ccccc1-c1cncnc1Nc1ccc(F)cc1	0.7%	x	x	13.1%	x	x	0.1%
Cn1cccc1CNC(=O)Nc1ccccc1	6.0%	-5.6%[46.1 µM]	-19.6%	30.0%[38.3 µM]	x	-3.7%	0.0%
CCCCSc1cc(C)nc2ncnn12	-3.4%	-10.2%[46.1 µM]	8.1%[9.22 µM]	-5.7%[38.3 µM]	-2.3%	2.8%	0.0%
COc1ccc(NC(=O)CCC2CCCC2)cc1OC	-1.8%	u	5.1%	23.4%[38.3 µM]	x	1.2%	0.0%
O=C(Nc1ccc(S(=O)(=O)NCc2ccco2)cc1)c1ccc2ccccc2n1	7.9%	-3.9%[46.1 µM]	-16.5%	10.9%	-4.3%	11.2%	7.3%
Cc1ccc(Oc2nc3ccccc3n3c(C)nnc23)cc1	-0.8%	10.3%[46.1 µM]	-14.2%	u	31.8%[activator]	-2.8%	-2.3%
Cc1cc(C)c2c(n1)nn1c(N3CCN(c4ccccn4)CC3)cc(C)nc21	3.0%	3.2%[46.1 µM]	-7.2%	0.4%[38.3 µM]	x	5.4%	3.0%
CCCOc1ccc(C(=O)NCCC(=O)NCCCC(=O)O)cc1	x	-33.4%	1.3%[9.22 µM]	x	-4.4%	-4.0%	1.2%
CCC(=O)Nc1ccc(-c2ccc(NC(=O)CC)c(OC)c2)cc1OC	3.1%	-11.4%	u	-2.7%	0.5%	4.1%	-4.5%
COC(=O)[C@@]1(Cc2ccc(OC)cc2)[C@H]2c3cc(C(=O)N4CCCC4)n(Cc4ccc(OC(F)(F)F)cc4)c3C[C@H]2CN1C(=O)c1ccccc1	-4.6%	x	x	16.5%	x	-2.0%	0.3%
CC(C)CC(=O)Nc1ccc2c3c(cccc13)CC2	-1.1%	5.7%	11.8%	-2.8%	2.0%	-17.2%	0.9%
CSc1nncc(-c2ccccc2)n1	-6.5%	7.7%	5.9%	5.9%	-20.4%	3.5%	1.1%
CC1CCC2(CC1)NC(=O)N(Cc1nc(-c3ccccc3)no1)C2=O (configuration not stated)	1.8%	-4.7%[46.1 µM]	-2.6%	19.3%[38.3 µM]	51.2%[activator]	-7.8%	-6.2%
O=C(c1ccc(Cl)cc1)N1CCn2c1nc1ccccc12	0.5%	9.4%	-2.3%	3.4%	5.4%	6.6%	-0.2%
CC(=O)/C(=N/Nc1cccc(C)c1)N1CCOCC1	-5.9%	17.2%[46.1 µM]	-5.5%	30.2%[38.3 µM]	x	2.7%	u
CCC(=O)Nc1ccc(Br)c(Cl)c1	-4.5%	13.7%[46.1 µM]	-9.3%	3.8%	7.4%	-9.4%	0.0%
CC1CCN(CCCn2c(=S)[nH]c3c(sc4ccc([N+](=O)[O-])cc43)c2=O)CC1	-3.9%	10.3%	10.9%	4.7%	15.1%	-1.0%	-1.5%

5 entries from above, comma-delimited.
compound,KinaseGlo FLuc,NPSR antagonist,HTT aggregate,IMPase Li inh,L3MBTL1 block,CBFb-RUNX1 inh,Epigenetic reg
CCc1[nH]c(=S)c(C#N)c(-c2ccccc2)c1C(=O)OC,5.1%,-12.4%,1.8%,-15.2%,26.2%,-16.2%,-5.1%
COc1cc(SC)ccc1C(=O)Nc1ccc(C)cc1C,-7.4%,-15.1%,-19.2%,-3.0%,8.1%,-6.0%,0.0%
COc1ccc(-c2cc(C(=O)N3CCN(C(c4ccccc4)c4ccccc4)CC3)no2)cc1OC,-6.7%,-27.3%[46.1 µM],-30.1%,6.2%[38.3 µM],-12.4%,-18.7%,-1.1%
Cc1cccc(C(=O)NNC2=CC(=O)CC(C)(C)C2)c1O,x,3.9%,-3.2%[9.22 µM],x,5.8%,-0.9%,0.1%
O=C(Nc1ccc(S(=O)(=O)NCc2ccco2)cc1)c1ccc2ccccc2n1,7.9%,-3.9%[46.1 µM],-16.5%,10.9%,-4.3%,11.2%,7.3%
